# KDM5B inh – Primary screen for KDM5B Histone Demethylases FDH-coupled qHTS. KDM5B demethylase, FDH-coupled NADH fluorescence (FDH is formaldehyde dehydrogenase). Lysine-specific demethylase 5B (Homo sapiens), Q9UGL1. AID 1347165, 2019. hit rate 2.6% among 220,000. Potency, µM (titrated, usually from 57.7 µM), for the others: at the highest dose activity change, negative = inhibition, actives largely listed as inhibitors; active = well fitted inhibition curve with a large enough effect; inconclusive = small, poorly fitted or top-dose-only effect; inactive = no such curve, though single readings can be large or run the other way; also: 0% is about no effect; nearly all actives have a fitted effect of over 70% in size
# Target sequence (Q9UGL1 whole entry, looked up): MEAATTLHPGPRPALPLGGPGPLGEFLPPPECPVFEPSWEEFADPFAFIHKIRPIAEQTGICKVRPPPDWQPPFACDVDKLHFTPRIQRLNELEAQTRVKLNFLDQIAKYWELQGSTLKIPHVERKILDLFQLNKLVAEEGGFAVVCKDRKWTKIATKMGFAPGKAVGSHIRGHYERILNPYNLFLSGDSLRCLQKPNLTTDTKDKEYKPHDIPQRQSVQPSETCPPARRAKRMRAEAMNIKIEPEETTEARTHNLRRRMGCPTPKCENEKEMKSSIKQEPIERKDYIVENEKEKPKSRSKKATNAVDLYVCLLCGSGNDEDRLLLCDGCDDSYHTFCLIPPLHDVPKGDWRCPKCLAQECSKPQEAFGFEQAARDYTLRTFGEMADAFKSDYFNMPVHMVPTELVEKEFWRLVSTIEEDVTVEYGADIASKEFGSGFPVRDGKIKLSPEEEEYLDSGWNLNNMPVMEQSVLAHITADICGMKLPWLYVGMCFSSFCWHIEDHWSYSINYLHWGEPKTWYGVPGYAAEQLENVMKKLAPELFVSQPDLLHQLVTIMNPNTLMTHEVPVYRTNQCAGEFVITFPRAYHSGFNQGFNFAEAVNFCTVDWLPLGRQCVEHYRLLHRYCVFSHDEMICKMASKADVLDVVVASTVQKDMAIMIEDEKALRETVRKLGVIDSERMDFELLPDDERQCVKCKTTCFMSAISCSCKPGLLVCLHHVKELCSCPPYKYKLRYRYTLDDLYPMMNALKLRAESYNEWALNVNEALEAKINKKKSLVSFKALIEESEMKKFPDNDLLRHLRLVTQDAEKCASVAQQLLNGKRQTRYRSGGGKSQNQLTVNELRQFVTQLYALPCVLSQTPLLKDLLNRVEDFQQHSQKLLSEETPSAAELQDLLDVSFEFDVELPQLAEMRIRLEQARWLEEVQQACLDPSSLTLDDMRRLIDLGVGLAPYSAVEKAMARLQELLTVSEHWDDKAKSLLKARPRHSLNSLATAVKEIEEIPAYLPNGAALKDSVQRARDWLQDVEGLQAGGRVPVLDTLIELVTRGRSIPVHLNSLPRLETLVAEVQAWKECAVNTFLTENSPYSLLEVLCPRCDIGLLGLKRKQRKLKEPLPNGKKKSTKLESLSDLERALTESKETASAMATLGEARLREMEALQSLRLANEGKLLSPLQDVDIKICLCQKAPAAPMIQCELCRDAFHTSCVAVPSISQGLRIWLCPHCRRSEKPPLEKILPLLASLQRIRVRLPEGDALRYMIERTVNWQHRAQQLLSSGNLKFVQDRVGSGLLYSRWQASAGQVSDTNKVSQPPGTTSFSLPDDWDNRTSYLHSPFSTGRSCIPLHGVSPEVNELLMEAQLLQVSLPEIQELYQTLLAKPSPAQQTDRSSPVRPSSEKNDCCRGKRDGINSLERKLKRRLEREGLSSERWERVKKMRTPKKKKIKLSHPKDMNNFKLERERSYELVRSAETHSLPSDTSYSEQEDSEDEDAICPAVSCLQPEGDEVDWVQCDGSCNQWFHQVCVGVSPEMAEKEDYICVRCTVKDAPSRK
#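 Coupled FDH/NAD⁺ fluorescence readout. KDM5BΔAP 200 nM final; compound titration, 10 min RT preincubation; substrate mix 12.5 µM H3K4me3, 25 µM 2-OG, 50 µM Fe(II), 100 µM ascorbate, 0.25 mM NAD⁺, 0.25 U/mL FDH; ΔRFU over 30 min.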
# * = called active by the depositor; i = inactive; ? = inconclusive; [ ] = dose if it differs, or a comment. Potency is read from the fitted curve at half-maximal effect. Only part of the results is shown, so the mix of outcomes need not match the whole.
SMILES,KDM5B inh
CCc1nnc(NC(=O)c2nc(SCc3ccc(F)cc3)ncc2Cl)s1,-10.1%
O=C(NC1CCCCC1)[C@@H]1C[C@@H](O)CN1C1CCN(C(=O)c2nccc3ccccc23)CC1,3.4%
COc1cc2c(cc1OC)C(C)N(C(=O)Nc1cc(C)cc(C)c1)CC2 (centres undefined),4.9%
N#Cc1ccccc1COC(=O)/C=C/c1ccc(OC(F)F)cc1,-12.1%
Cc1nc(C)c(C(=O)N2CCC3(CC2)CC(N2CCCC2)CCO3)s1 (centres undefined),?
O=C(CCN1C(=O)c2ccccc2C1=O)NCc1ccc(Cl)cc1,16.1%
COC(=O)c1sc(-c2cccs2)cc1NC(=O)/C=C/C(=O)O,-30.0%
CCC(=O)Nc1ccc(S(=O)(=O)NCCn2nc(-c3ccc(Cl)cc3)ccc2=O)cc1,8.4%
Cc1cccc(N2CCN(C(=O)C(C)n3nc(C)n4c(cc5occc54)c3=O)CC2)c1C (centres undefined),-17.6%
CC(C)(C)c1ccc(-c2nc(C#N)c(NCc3ccccc3)o2)cc1,?
Cc1ccc(C(=O)c2ccccc2C(=O)OCCOc2ccc(Cl)cc2Cl)cc1,-13.4%
CS(=O)(=O)N1CCC(C2CCN(C(=O)c3cn[nH]c3)C2)CC1 (centres undefined),-9.4%
Cc1ccc(N=C/C(C(=O)C(F)(F)F)=C(\O)c2cccs2)cc1C,-19.0%
COCCNC(=O)C1COC2(CCN(C(=O)c3ccc(F)cc3)CC2)N1C(=O)c1ccccc1C (centres undefined),4.5%
O=C([C@@H]1C[C@H](c2ccc(F)cc2)N(Cc2ccccc2Cl)C1)N1CCOCC1,?
CC1(c2ccccc2)N(Cc2ncccn2)C(=O)OC12CCN(Cc1cccc(O)c1)CC2 (centres undefined),-8.0%
O=C(O)c1cccc(-c2cccc(F)c2)c1,7.9%
CCc1ccc(C(CNS(=O)(=O)c2cccs2)N(C)C)cc1 (centres undefined),4.5%
COCCn1ncc(N2CCCC(CC(=O)NCc3ccc(OC)cc3)C2)cc1=O (centres undefined),6.5%
Cc1noc(C)c1S(=O)(=O)N1CCOCCNC(=O)[C@@H]2CCC[C@@H]21,20.9%
N#Cc1ccccc1OCC1CN(Cc2cccc(C(F)(F)F)c2)C(=O)c2c(ccnc2-c2ccc(OCC(=O)O)cc2)O1 (centres undefined),0.0%
CNC(=O)[C@@H]1C[C@H](Oc2ccccc2)CN1S(=O)(=O)c1ccc2c(c1)CCC2,28.0%
Cc1ccc(-c2cc(C(=O)NCC(=O)N(C)C)c3ccccc3n2)cc1,-67.6%
CC(=O)N1CCCN(Cc2nc(-c3cccc(Oc4ccccc4)c3)oc2C)CC1,9.9%
Cc1cccc(Cn2c(=O)n(CCc3ccccc3)c(=O)c3c(C)c(C)sc32)c1,-5.8%
# (next part)
SMILES,KDM5B inh
Cc1ccc(-n2c(SCC(=O)O)nc3sc4c(c3c2=O)CCCC4)cc1,?
O=C(Nc1ccc2nc(N3CCN(C4CCCCC4)CC3)cc(C(=O)O)c2c1)c1cccc(Cl)c1,?
O=C(NCC1CCOC1)C1CCN(c2nc(-c3ccccc3)nc3c2CCC3)CC1 (centres undefined),-6.3%
COc1ccc(NC(=O)CN(C)S(=O)(=O)c2ccc3c(c2)CCCN3C(C)=O)cc1Cl,-1.7%
CCOc1ccc(NC(=O)N2c3ccccc3CC2c2nc(C3CC3)no2)cc1 (centres undefined),-4.3%
COC(=O)NCC(=O)NC(c1ccccc1)C(C)C (centres undefined),10.3%
O=C(O)c1cc2c(s1)CCN(C(=O)c1ccc(F)cc1)C2,4.9%
COc1ccc(-c2cc(=O)oc3cc(C)cc(OCC(=O)OC(C)C)c23)cc1,-2.5%
COC(=O)CNC(=O)N1CCCCCCn2c(nnc2-c2ccc(F)cc2)CC1,12.6%
Cc1nc(SCc2nc(-c3ccccc3)oc2C)[nH]c(=O)c1C,19.5%
Cn1cccc1CN1CCC2(CC1)COc1ccccc1C(=O)N2,-15.5%[86.2 µM]
CCc1cc2c(=O)c(-c3nc4ccccc4n3C)coc2c(CN2CCCC(C)C2)c1O (centres undefined),?
O=C(Nc1ccc2[nH]cc(C(C(=O)O)N3CCCC3)c2c1)c1ccccc1 (centres undefined),-5.3%
CCOC(=O)c1ccc(NC(=O)CSc2nnc(-c3cccc(Cl)c3)n2C)cc1,18.2%
CCOc1ccc(N2C(=O)CC(NC3CCN(C(=O)c4cccc(Cl)c4)CC3)C2=O)cc1 (centres undefined),-3.6%
COCCO[C@H]1C(=O)N(C2CCN(C(=O)NC3CCCCC3)CC2)[C@H]1c1ccncc1,13.5%
O=c1ccc(N2CCC(NS(=O)(=O)c3ccc(F)c(F)c3)CC2)nn1CC1CC1,?
Cc1ccc(-c2nn(-c3cc(N4CCOCC4)ccc3[N+](=O)[O-])c(=O)c3ccccc23)cc1,-13.0%
Cc1ccc(NC(=O)CSc2nc(C)c(Cc3ccccc3)c(=O)[nH]2)cc1,-17.8%
O=C1NCc2ccccc2CC12CCCN(Cc1c(F)cccc1Cl)C2 (centres undefined),0.1%[115 µM]
Cc1ccccc1OCC(=O)Nc1cc2c(cc1S(=O)(=O)c1ccc(F)cc1)n(C)c(=O)n2C,-3.4%
O=c1c2c(nc3nc(NCc4ccc(Cl)cc4)[nH]n13)CCC2,21.6%
COC1CN(c2cccc(F)c2)C12CCN(C(=O)NC1CCCCC1)CC2 (centres undefined),20.7%
O=C(CN1CCOCC1)N1CCCN(S(=O)(=O)c2ccccc2)C1c1ccccc1 (centres undefined),-7.9%
CCC(CC)n1ncc(C)c1NC(=O)CC(c1ccccc1)c1ccco1 (centres undefined),-17.7%
# Next structures
SMILES,KDM5B inh
CCCNc1c(NC(=O)NCC(C)C)c(=O)oc2ccccc12,-11.9%
c1cc(-c2noc([C@@H]3CCCN3C3CCOCC3)n2)cc(N2CCCC2)n1,?
Cc1nn(-c2ccc3nncn3n2)c2c1C(c1ccc(O)c(Cl)c1)CC(=O)N2 (centres undefined),12.6%
CCc1ccc(Sc2cc(C(=O)NCCCN3CCC(C)CC3)c3ccccc3n2)cc1,-34.4%
CC1CCCN(CCCNC(=O)c2ccc3c(c2)N(Cc2ccccc2F)C(=O)c2ccccc2S3(=O)=O)C1 (centres undefined),?
COc1ccc(N2CCN(C(=O)c3ccc4c(Cl)c5c(nc4c3)CCCC5)CC2)cc1,-4.7%
Cc1ncsc1CN1CCCC(c2nc(CCOCC3CCCC3)no2)C1 (centres undefined),-1.4%
COc1ccc(S(=O)(=O)NCC(c2ccco2)S(=O)(=O)c2ccc(C)cc2)cc1F (centres undefined),-14.0%
COc1ccc(-c2cc(N3CCC(NC(=O)Cc4ccccc4F)CC3)n[nH]2)cc1,-3.8%
CC(C)(Oc1nn(Cc2cccc(Cl)c2)c2ccccc12)C(=O)NCC1CCOCC1,-13.2%
Cc1ccc(N(CC(=O)Nc2ccc(Br)c(C)c2)S(=O)(=O)c2cccs2)cc1,8.9%
COc1ccc(NC(=O)NCC2CCOCC2)c(C)c1,33.7%
COc1ccc2cc(CNc3ccc(C)cc3)c(=O)n(CC(=O)Nc3cccc(C(F)(F)F)c3)c2c1,?
Cc1nc2c(c(-c3ccc(O)cc3)n1)CN(C(=O)C(C)(C)C)CCC2,-7.6%[86.2 µM]
CN(Cc1ccc(-c2ccc(Cl)cc2)o1)C(=O)CSc1nnc(C2CC2)n1Cc1ccco1,?
c1ccc(-c2cnc3n[nH]c(-c4ccccc4)c3n2)cc1,?
COCCNc1nc(-c2ccc(NC(=O)C(C)C)cc2)cs1,-0.9%
CC1(C)Cc2c(cnn2-c2ccccc2)C(NC(=O)CCc2ccc(=O)[nH]n2)C1 (centres undefined),-4.1%
O=[N+]([O-])c1cccc2c1ccc1ncccc12,11.8%
COc1ccc(C(=O)N2CCC(N3CCOC3=O)CC2)cc1,13.5%[149 µM]
CCOc1ccc(C2CCCN2Cc2coc(-c3cccc(F)c3)n2)cc1 (centres undefined),-20.5%
Cc1c(N(Cc2ccccc2F)S(C)(=O)=O)c(=O)n(-c2ccccc2)n1C,-4.9%
COc1ccc2ccc(OCc3nc(C(=O)NCc4cnc(C)cn4)co3)cc2c1,6.7%
O=C(NCCc1ccncc1)C1CN(Cc2ccncc2)CC12CCOCC2 (centres undefined),?
CC(C)CC(=O)N1CCC2(CC1)CC(N(C(=O)c1ccccc1)C1CC1)CCO2 (centres undefined),-15.6%

# Reformatted: four of the compounds above
CC(C)CC(=O)N1CCC2(CC1)CC(N(C(=O)c1ccccc1)C1CC1)CCO2 (centres undefined)
- KDM5B inh: -15.6%

O=[N+]([O-])c1cccc2c1ccc1ncccc12
- KDM5B inh: 11.8%

COc1ccc(-c2cc(N3CCC(NC(=O)Cc4ccccc4F)CC3)n[nH]2)cc1
- KDM5B inh: -3.8%

Cc1c(N(Cc2ccccc2F)S(C)(=O)=O)c(=O)n(-c2ccccc2)n1C
- KDM5B inh: -4.9%

# Additional results:
SMILES,KDM5B inh
CC(C)CC(NC(=O)Cc1c[nH]c2ccccc12)C(=O)N(C)C (centres undefined),6.1%
CCOc1cccc2[nH]c(C(=O)O)cc12,i
COCCc1nn2c(=O)cc(COC(=O)c3ccc4c(c3)OCO4)nc2s1,-15.9%
CC(C)(C)C(=O)N(c1ccc(F)cc1)C1C=CS(=O)(=O)C1 (centres undefined),10.6%
Cc1ccc(CNc2ccc(-c3nc(-c4ccco4)no3)cc2[N+](=O)[O-])cc1,11.6%
CC1(C)CNC(=O)c2nc(CCN3CCC(C(N)=O)CC3)[nH]c2C1,9.4%
CN1C(=O)c2cccn2CC1CNC(=O)NCCc1ccccc1 (centres undefined),10.0%
Cc1ccc(CN2CCN(c3cc(NCCO)ncn3)CC2CCO)cc1 (centres undefined),-10.4%
CCCC(=O)Nc1nc2ccc(CCC(=O)NCc3cc(Br)ccc3OC)cc2s1,26.5%
Cn1c(=O)c2c(-c3ccccc3Cl)n(Cc3ccc(Cl)cc3)cc2n(C)c1=O,-11.7%
Cc1c(C(=O)N2C[C@@H](CN(C)C)C[C@H](CO)C2)n(C)c2c(C)cccc12,-21.4%
Cc1ccc(NC(=S)NNc2ccc(C(=O)O)cc2[N+](=O)[O-])cc1C,?
CC(C)Cc1ccc(CN2CCC3(Cc4ccccc4CNC3=O)C2)cc1 (centres undefined),-10.9%[115 µM]
CC1=NS(=O)(=O)NC(C)=C1CCC(=O)Nc1ccc2c(c1)CCC2,12.6%
CCN(Cc1ccc(C)o1)C(=O)C(C)n1ccnc1C(C)C (centres undefined),21.3%
COc1cccc(-c2nc3c(c(SCC(=O)Nc4cccc(C)c4C)n2)Cc2c(CO)cnc(C)c2O3)c1,-24.6%
CCc1cc(=O)oc2cc(OCc3nn[nH]n3)ccc12,?
CCCN(Cc1cc2cc(C)ccc2[nH]c1=O)C(=O)c1cccc(Cl)c1,-6.0%
Cc1c(CNC(=O)c2ccc3c(c2)[nH]c(=O)n3C2CCC(O)CC2)cnn1C (centres undefined),?
COC(=O)c1cc2oc3ccccc3c2n1Cc1ccc(C)cc1,?
O=C1CN(C(=O)COC(=O)C23CC4CC(CC(C4)C2)C3)c2ccccc2N1,28.6%
Cn1ncc(N2CCCC(C(=O)N3CCN(C(=O)c4ccco4)CC3)C2)cc1=O (centres undefined),-12.9%
CCOc1ccc(C(=O)Nc2cccc3ccc(C)nc23)cc1Cl,5.4%
CNC(=O)NC(=O)C(C)N1CCN(c2oc(C3CC3)nc2C#N)CC1 (centres undefined),-11.5%
COc1cccc(NCc2nnc(C(=O)N3CCC[C@@H]3C(c3ccccc3)c3ccccc3)n2-c2cccnc2)c1,-8.8%

# Reprinted from the part before: 4 entries, then new ones.
SMILES,KDM5B inh
Cn1ncc(N2CCCC(C(=O)N3CCN(C(=O)c4ccco4)CC3)C2)cc1=O (centres undefined),-12.9%
CCOc1ccc(C(=O)Nc2cccc3ccc(C)nc23)cc1Cl,5.4%
CNC(=O)NC(=O)C(C)N1CCN(c2oc(C3CC3)nc2C#N)CC1 (centres undefined),-11.5%
COc1cccc(NCc2nnc(C(=O)N3CCC[C@@H]3C(c3ccccc3)c3ccccc3)n2-c2cccnc2)c1,-8.8%
CS(=O)(=O)c1ccc(CN2C[C@H](O)C[C@H]2c2nc(-c3cccnc3)no2)cc1,?
CCc1cccc(NC(=O)Cn2c(=O)cc(C(=O)NC)c3ccccc32)c1,14.7%
CCOc1ccccc1NC(=O)NCc1nc(-c2ccc(OC)cc2)oc1C,-7.7%
Cc1ccc(-c2ccccc2)nc1C,1.0%
Cc1ccc(-n2ncc3c(N4CCC(Cc5ccccc5)CC4)ncnc32)cc1C,?
O=C(Nc1ccc(F)c(F)c1)c1ccc(F)c(S(=O)(=O)N2CCC3(CC2)OCCO3)c1,-23.0%
Cc1ccc(Nc2ccc(S(N)(=O)=O)cc2[N+](=O)[O-])cc1,11.1%
CN(C)C[C@@H]1CN(C)C[C@H]1NC(=O)c1ccccc1C(F)(F)F,-12.5%
CS(=O)(=O)c1ccc(CN2CCC[C@H]2c2nc(-c3ccc(N4CCC(C(N)=O)CC4)nc3)no2)cc1,?
Cc1ccc(N2CC(=O)Nc3c(sc4nc(C)cc(C)c34)C2=O)cc1,25.7%
O=C(CSc1ncccn1)Nc1nc2ccccc2s1,-19.3%

# Three compounds from above, ordered by the number in KDM5B inh, high to low.
SMILES,KDM5B inh
Cc1ccc(N2CC(=O)Nc3c(sc4nc(C)cc(C)c34)C2=O)cc1,25.7%
CCc1cccc(NC(=O)Cn2c(=O)cc(C(=O)NC)c3ccccc32)c1,14.7%
Cc1ccc(-c2ccccc2)nc1C,1.0%

# Assay outcomes deposited in PubChem BioAssay by National Center for Advancing Translational Sciences (NCATS).
